MCF10A rereplic = induces DNA re-replication in MCF 10a normal breast cells; MCF 10A DNA re-replication, Hoechst nuclear intensity, 48 h; Potency, µM (highest dose often 46.1 µM), without a hit: at the top dose activity, positive = re-replication, actives largely listed as activators; 350,000 compounds, 2.9% hits; AID 624296; also: potency is read from the fitted curve at half-maximal effect; % of control where 0% means no effect; nearly all actives have a fitted effect of over 50% in size
ATXN2 expr inh = reduces ATXN2 reporter expression in HEK-293 cells; HEK-293 ATXN2-luciferase reporter, luminescence, 24 h; Potency, µM (series often up to 57 µM), for the others: top-dose activity change, negative = inhibition, hits mostly inhibitors; 360,000 compounds, 0.72% hits; also: potency is read from the fitted curve at half-maximal effect; % is scaled to controls: 0 for no effect and ±100 for the full control effect; nearly all actives have a fitted effect of over 55% in size
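ATXN2-luciferase reporter cells (luciferase flanked by upstream and downstream ATXN2 gene portions) were treated 24 h at 37 °C with compounds at up to 57 uM. SteadyGlo luminescence gave expression; GF-AFC fluorescence gave viability.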
SW480 rerep = inducers of DNA re-replication in SW480 colon cancer cells; SW480 DNA re-replication, Hoechst DNA content imaging, 48 h; 340,000 compounds, 1.8% hits; Potency, µM (doses to about 46.1 µM), for inactives: at the highest dose re-replication activation, usual class: activators; also: potency is read from the fitted curve at half-maximal effect; % of control where 0% means no effect; nearly all actives have a fitted effect of over 55% in size
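SW480 cells exposed to compounds for 48 hr at 37 C, 5% CO2, then Hoechst-stained 40 min. Nuclear DNA content imaged by fluorescence scanning (405 nm excitation, 500-530 nm emission); re-replication scored as increased high-intensity nuclei.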
KB-V1 cytotox = KB-V1 MDR subline cytotoxicity | KB-V1 MDR cells viability, CellTiter-Glo, 72 h | Potency, µM (highest dose often 46.1 µM), for inactives: at the highest dose activity change, negative = cytotoxicity, actives largely listed as cytotoxic | 400,000 compounds, 3.4% hits | AID 1347076; also: potency is read from the fitted curve at half-maximal effect; % is scaled to controls: 0 for no effect and ±100 for the full control effect; nearly all actives have a fitted effect of over 60% in size
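Compound-treated KB-V1 multidrug-resistant cells, 72 h, 37 degrees C; viability by CellTiter-Glo. Fitted qHTS curves give the values.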
S2 tox = cell viability loss in ATXN counter-screen; S2 cells (HEK-293 line with an ATXN2-luciferase reporter) viability, CellTiter-Fluor protease fluorescence, 24 h; Potency, µM (highest dose often 56.7 µM), usual class: cytotoxic; 400,000 compounds, 0.49% hits; AID 651635; also: potency is read from the fitted curve at half-maximal effect; nearly all actives have a fitted effect of over 40% in size
IL-1B inflam inh = inflammasome signaling inhibition, IL-1 beta readout. 360,000 compounds, 4.7% hits. activity change, % at 57.5 µM. THP-1 LPS/ATP IL-1B secretion, AlphaLISA, 16 h; active compounds read low. AID 743279; in the data active = activity change below about -50%; inconclusive = mostly about -30% to -49%; also: % is scaled to controls: 0 for no effect and ±100 for the full control effect
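Secreted IL-1B measured by AlphaLISA bead assay after 16 h compound exposure of THP-1 cells; compounds (final up to 57.5 uM) added 1 h before LPS (250 ng/mL) and ATP (1.25 mM) stimulation; lower signal means less secretion.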
HT1080NT lethal = kills 2HG-producing HT-1080-NT fibrosarcoma cells. 360,000 compounds, 1.6% hits. HT-1080-NT fibrosarcoma viability, CellTiter-Glo ATP luminescence, 48 h. Potency, µM (highest dose often 46.1 µM), for the others: top-dose activity, negative = less viability, hits mostly cytotoxic. AID 686970;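 also: NT is the 2HG producing partner of a matched IDH1 knockdown line; potency is read from the fitted curve at half-maximal effect; 0% = DMSO-treated cells and -100% = media-only wells without cells; nearly all actives have a fitted effect of over 55% in size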
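Read-out is CellTiter-Glo luminescence after 10 minutes at room temperature, following 48 hours' compound treatment of HT-1080-NT cells (750 cells/well, RPMI, 5% FBS, 37 degrees C).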
KB-3-1 cytotox = KB-3-1 parental cell cytotoxicity; 400,000 compounds, 1.4% hits; Potency, µM (top dose mostly 46.1 µM), inactives show at the top dose activity change, negative = cytotoxic, actives largely listed as cytotoxic; KB-3-1 viability, CellTiter-Glo ATP luminescence, 72 h; also: potency is read from the fitted curve at half-maximal effect; % is scaled to controls: 0 for no effect and ±100 for the full control effect; nearly all actives have a fitted effect of over 60% in size
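KB-3-1 cells, DMEM (no phenol red) + 10% FBS; compound by pin transfer, 72 h, 37 °C. Readout: CellTiter-Glo luminescence after 10 min. Data normalized, curve-fitted.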
HT1080 IDH1KD tx = HT-1080 IDH1 knockdown cell toxicity (counter line); Potency, µM (doses to about 46.1 µM), without a hit: at the highest dose activity, negative = toxicity, usual class: cytotoxic; HT-1080 IDH1 knockdown viability, ATP luminescence, 48 h; 360,000 compounds, 2% hits; AID 686971;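 also: potency is read from the fitted curve at half-maximal effect; 0% = DMSO wells and -100% = cell-free medium wells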
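Knockdown cells (IDH1KD HT-1080) received compounds 2 h after plating at 750 cells/well and were kept 48 h at 37 °C in 5% FBS RPMI. A CellTiter-Glo luminescence read gave % activity for curve fitting.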
* marks the source's active call; other numbers are inactive results; i = inactive; ? = inconclusive; . = not tested or not shown; [ ] = remark or other dose. Unless noted, calls follow the shape of the dose curve; as a rule, active = well fitted curve in the direction sought with a large enough effect; inconclusive = small, poorly fitted or top-dose-only effect, or another doubt; inactive = no such curve, though single readings can be large; an effect the other way counts as inactive or inconclusive.

SMILES | MCF10A rereplic | ATXN2 expr inh | SW480 rerep | KB-V1 cytotox | S2 tox | IL-1B inflam inh | HT1080NT lethal | KB-3-1 cytotox | HT1080 IDH1KD tx
C[C@H](CO)NC(=O)[C@@H]1C[C@H]1[C@@H](NP(=O)(c1ccccc1)c1ccccc1)c1ccccc1 | -1.2% | -3.7% | 13.5% | 6.6% | i | -19.9 | 2.3% | 8.8% | -5.6%
Cc1noc(C)c1C(=O)NCc1cccs1 | -1.5% | 3.1% | -3.4% | -9.0% | i | -12.2 | -3.8% | 13.9% | 1.7%
Cc1cc(NS(=O)(=O)c2ccc(NC(=O)Cc3ccc(Cl)c(Cl)c3)cc2)no1 | -1.0% | 1.2% | 0.4% | 20.8% | i | 13.7 | -6.8% | 12.5% | -12.7%
COc1cc2cc(CN(Cc3cccs3)C(=S)Nc3ccc(C)cc3)c(=O)[nH]c2cc1OC | ? | 33.3%[activator] | -3.9% | -16.5% | i | -8.6 | -13.2% | -37.1% | -4.9%
Cc1ccc(Nc2c3c(nc4ncnn24)CCC3)cc1 | 6.9% | 2.2% | -17.6% | 2.9% | i | 0.0 | 6.8% | -10.0% | 8.6%
CC(=O)N1CCN(c2ccc(NC(=O)c3cccc(OCc4ccccc4)c3)cc2)CC1 | 15.1% | -14.9% | ? | ? | i | 39.8 | -10.8% | ? | -6.2%
O=C(Nc1ccc(S(=O)(=O)Nc2ncccn2)cc1)C1COc2ccccc2O1 (stereo unspecified) | 11.7% | 20.1% | -7.8% | 5.7% | i | -8.0 | 12.3% | 5.5% | -11.2%
Cc1ccc2[nH]c3nc(SCCN4CCOCC4)nnc3c2c1 | -0.4% | 8.2% | 9.1% | 0.0% | i | 0.0 | -1.5% | -16.6% | -9.6%
CC1CCCC(C)N1C(=O)COC(=O)CSc1ccc([N+](=O)[O-])cc1 (stereo unspecified) | 2.3% | 7.9% | -0.7% | 3.7% | i | 10.7 | 9.9% | 0.0% | 11.9%
O=C(c1ccccc1Sc1cccc2ccccc12)N1CCOCC1 | 11.3% | 7.0% | 1.8% | 3.2% | i | -1.0 | -12.2% | 5.3% | -1.4%
Cn1c(=O)cc(OCCCC(=O)NCc2cccnc2)c2ccccc21 | 0.0% | 27.5% | -5.9% | 1.9% | i | -0.1 | 1.7% | -6.1% | -11.0%
COc1cccc(CCNS(=O)(=O)CCNC(=O)c2cccc(OC)c2)c1 | 0.1% | -2.2% | 4.0% | -4.2% | i | -1.4 | -0.4% | -0.2% | -4.0%

Rewritten in CSV form: entries from further up.
mol,MCF10A rereplic,ATXN2 expr inh,SW480 rerep,KB-V1 cytotox,S2 tox,IL-1B inflam inh,HT1080NT lethal,KB-3-1 cytotox,HT1080 IDH1KD tx
O=C(c1ccccc1Sc1cccc2ccccc12)N1CCOCC1,11.3%,7.0%,1.8%,3.2%,i,-1.0,-12.2%,5.3%,-1.4%
CC(=O)N1CCN(c2ccc(NC(=O)c3cccc(OCc4ccccc4)c3)cc2)CC1,15.1%,-14.9%,?,?,i,39.8,-10.8%,?,-6.2%

Further records:
SMILES | MCF10A rereplic | ATXN2 expr inh | SW480 rerep | KB-V1 cytotox | S2 tox | IL-1B inflam inh | HT1080NT lethal | KB-3-1 cytotox | HT1080 IDH1KD tx
CCOc1cccc(/C=C/c2cc(C(=O)O)c3ccccc3n2)c1OC | 14.0% | -8.2% | -7.2% | 0.7% | i | -2.0 | -5.2% | -29.6% | -6.5%
O=C(O)CCC(=O)Nc1cccc(C(=O)Nc2ccc(Br)cc2)c1 | -2.2% | 17.0%[11.3 µM] | -3.2% | -0.7% | i | 14.3 | 1.1% | -0.1% | -1.3%
O=C(NCCCN1CCCCC1)C1CC(=O)N(CCc2ccccc2)C1 (stereo unspecified) | -4.5% | -23.5% | -12.9% | -8.4% | i | 11.3 | -2.5% | 0.0% | 16.6%
O=C(NC(=S)Nc1ccc(N2CCN(C(=O)c3ccccc3)CC2)cc1)c1cccs1 | ? | ? | -3.4% | ? | i | -59.5* | -11.1% | -30.0% | -18.1%
Cc1ccc(-c2cn3cc(C)ccc3n2)cc1 | 4.1% | ? | -1.3% | ? | i | -1.1 | -17.1% | -4.4% | ?
CCc1ccc(C(=O)CC2(O)C(=O)N(CCc3ccccc3)c3ccc(Cl)cc32)cc1 (stereo unspecified) | . | ? | . | -22.7% | ? | . | . | -1.3% | .
N/C(=N\c1nc2c(c(=O)[nH]1)CCCC2)Nc1ccccc1Sc1ccccc1 | -12.6% | 32.5%[activator] | 1.2% | -10.7% | i | 28.8 | 12.0% | -0.5% | 8.0%
COc1ccc(S(=O)(=O)NN(C)C(=O)c2nn(-c3ccccc3)ccc2=O)cc1 | -2.8% | -25.8%[11.3 µM] | -9.6% | 0.0% | i | -12.2 | 8.4% | -9.5% | -2.9%
CN(c1ccccc1)S(=O)(=O)c1cccc(C(=O)NC2CC(C)(C)NC(C)(C)C2)c1 | 18.1% | . | 9.4% | -14.1% | i | -24.6 | -10.9% | -22.7% | -7.4%
CC1CCCCN1CCNC(=O)c1cnn2ccccc12 (stereo unspecified) | 13.1% | 0.7% | -12.1% | -26.5% | i | 15.9 | 3.0% | 11.9% | 10.6%
CC(C)CC(=O)Nc1ccc(C(=O)COC(=O)C2CC(=O)N(Cc3ccccc3)C2)cc1 (stereo unspecified) | 3.7% | 0.1% | 9.4% | ? | i | -6.0 | 0.3% | -2.1% | -4.5%
N#Cc1ccc(N2CCOCC2)c([N+](=O)[O-])c1 | -5.0% | -28.6% | -1.7% | 0.5% | ? | 0.0 | 7.7% | 1.1% | 6.3%
O=C(Cn1ncc2c3ccccc3n(Cc3cccc(Cl)c3)c2c1=O)N1CCCCCC1 | . | -2.5% | . | -7.0% | i | . | . | -4.8% | .
C[C@@H](C(=O)NCc1ccco1)N1C(=O)N2CCc3c([nH]c4ccccc34)[C@@]2(C)C1=O | ? | ? | 2.2% | -3.1% | i | -5.3 | -0.3% | -17.6% | -9.7%
CCOc1ccc(/C=C2/SC(=S)N(C(C(=O)O)c3ccccc3)C2=O)cc1OCC (stereo unspecified) | -3.0% | -11.8% | 0.0% | -18.1% | i | -16.7 | -7.7% | -7.8% | -3.2%
CN(C)S(=O)(=O)N1CCC(n2c(C(F)(F)F)nc3cccnc32)CC1 | . | 6.2% | . | ? | i | . | . | 2.3% | .
O=C(CCSc1nccn1Cc1ccccc1)N1CCOCC1 | -5.0% | 26.9% | -4.0% | -4.7% | i | 19.9 | 11.8% | -2.9% | 14.3%
COC(=O)CN(C)C(=O)c1ccc(OC2CCN(S(=O)(=O)N(C)C)CC2)cc1 | -1.0% | 4.4% | -4.7% | -26.1% | i | 10.8 | -4.5% | -2.2% | -1.6%
CC(C)NS(=O)(=O)c1ccc(CCC(=O)O)cc1 | 8.3% | -24.3% | -49.0%[inhibitor] | 10.7% | i | 10.3 | 13.2% | 2.0% | 21.3%
C[C@@H]1CN([C@H](C)CO)C(=O)c2c(c3ccccc3n2C)-c2ccccc2CO[C@H]1CN(C)Cc1ccc(C(F)(F)F)cc1 | . | ? | . | -27.8% | 28.2µM* | ? | ? | ? | 18.4µM*
COC(=O)C1=CN(Cc2ccc(OC)c(OC)c2)C=C(C(=O)OC)C1c1cccc(O)c1 | ? | 22.8% | ? | -2.5% | i | ? | -4.9% | 1.8% | -1.6%
CCOCCNC(=O)c1ccc2c3c(cccc13)CC2 | 11.1% | 9.8% | -0.2%[9.22 µM] | -5.0% | i | -5.5 | 16.0% | 3.2% | 13.7%
CN(C)c1ccc(C=C2C=Cc3ccccc32)cc1 | 19.4% | 5.0% | -6.5% | 10.3% | ? | ? | 12.0% | 0.4% | -0.2%
O=C(NCCCNC(=O)c1ccc(Cl)cc1Cl)c1cnccn1 | -3.7% | 4.5% | -0.6% | 6.2% | i | 9.4 | -0.3% | -4.7% | 4.6%
O=C(O)c1ccc(NCc2cccs2)cc1 | -1.1% | 0.9% | -6.6% | 4.0% | i | 21.5 | 2.2% | 13.2% | 3.6%
Clc1cccc(Cc2c(-c3ccco3)nc3ccc(Cl)cn23)c1 | . | ? | . | 13.7% | . | -58.6* | 23.1µM* | -16.8% | 18.4µM*
COc1cc(C(=O)Oc2cccnc2)cc(OC)c1OC | 5.5% | . | ? | -4.7% | i | 13.0 | 7.3% | -0.5% | 0.4%
COC(=O)c1c(C)nc2c(c(SC)nn2-c2ccccc2)c1N | ? | -11.9% | -3.3% | 0.4% | i | -19.7 | ? | -6.5% | 0.2%
CC(Sc1nnc(C2CC2)n1C1CC1)C(=O)N(C)Cc1cccc(F)c1 (stereo unspecified) | 15.0% | . | -1.0% | -10.7% | i | -0.5 | -5.9% | -16.8% | 2.1%
CCN(CC)S(=O)(=O)c1ccc(O)c(C(=O)OCC(=O)N2CCCc3ccccc32)c1 | . | . | . | 0.9% | i | 11.6 | 3.6% | 9.1% | 1.5%
CN1CCN(c2ccccc2NC(=O)c2ccc(OCc3ccccc3)cc2)CC1 | 11.0% | ? | ? | ? | i | -54.6* | ? | ? | 23.1µM*
COc1cccc(CC2(CO)CCCN(Cc3ccc(OC(F)F)cc3)C2)c1 (stereo unspecified) | 11.3% | -10.8% | -3.3% | 2.9% | i | -9.0 | -21.6% | 1.9% | -1.0%
Cc1cc(C)c(C(=O)c2ccccc2C(=O)O)c(C)c1 | . | -5.7% | . | 1.3% | i | -1.2 | 3.7% | 0.0% | -3.5%
COc1ccc(CNc2ccc(C)c(C)c2)c(OC)c1OC | 28.1% | -27.1% | -3.1% | -16.4% | i | -23.7 | -5.1% | 0.5% | -2.5%
COc1cccc(-c2nc(SC)nc3sc(C(=O)NC(C)(C)C)c(N)c23)c1 | ? | 2.9% | 12.3% | 13.8% | i | . | . | 12.1% | .
Cn1cnc2cc(NCc3ccccc3O)ccc21 | 3.4% | . | 2.5% | 2.3% | i | 4.3 | 14.4% | 3.5% | -3.7%

High-throughput results deposited in PubChem BioAssay by National Center for Advancing Translational Sciences (NCATS).
